hcDAF12 agonist: H. contortus DAF-12 nuclear receptor activators, primary screen, cell-based, luminescence, HEK293, lit1-tk-luc reporter. actives 1.4% (n = 370,000). activation, % at 6.8 µM. HEK293 hcDAF-12 lit1-tk-luc reporter; 0% DMSO, 100% Δ7-dafachronic acid;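 active means activation above the mean of all tested compounds plus 3 SD, cut at about 5.5% in these data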;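 further: 100% = response to 3 µM Δ7-dafachronic acid high control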
SMARCA2 activ: SMARCA2 (BRM) function activators, primary screen, cell-based, luminescence, high throughput; MG213 cells, MMTV-luciferase reporter, dexamethasone, overnight; activation, % at 9.1 µM; actives 1% (n = 370,000); AID 652017, 2013; in the data active means activation above about 7.8%;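 further: 0% = vehicle wells and 100% = reference activator wells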
FXN GAA850 act: FXN promoter activators, primary screen, cell-based, luciferase luminescence, HEK293 lucGAA850; HEK293 lucGAA850 FXN promoter luciferase reporter, 24 h; percent of 10 µM SAHA response; activation, % at 6 µM; actives 0.56% (n = 360,000); AID 540364, 2011;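 active means activation above the average of all compounds screened plus 3 SD, cutoff fixed separately per campaign, cut at about 7.5% in these data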;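 further: 0% = DMSO wells and 100% = 10 µM SAHA wells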
DAX1 inh-1: DAX1 (NR0B1) inhibitors on StAR promoter, primary screen, cell-based, luminescence, SF-1 (NR5A1), full-length DAX-1. HEK293T StAR-luciferase reporter, SF-1/DAX-1 repression relief. inhibition, % at 6.8 µM. actives 1.1% (n = 370,000). AID 652010, 2013;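 active means inhibition above the mean over all tested compounds plus 3 SD, cut at about 3.6% in these data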;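 further: 0% = DAX-1 cells with DMSO and 100% = cells lacking DAX-1 with DMSO; higher inhibition means more luminescence from relief of DAX-1 repression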
hgDAF-12 ag: H. glycines DAF-12 receptor agonists, primary screen, cell-based, luminescence, HEK293, GAL4 fusion, UAS-luciferase; activation, % at 6.8 µM; Nuclear hormone receptor DAF-12 (Heterodera glycines), GAL4 fusion; actives 1.8% (n = 370,000); HEK293 GAL4-hgDAF12 UAS-luciferase reporter, agonist luminescence; normalized to butyrate control;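 active means activation above a cutoff set at the mean of all screened compounds plus 3 SD, cut at about 10% in these data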;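 further: 0% = DMSO wells and 100% = sodium butyrate wells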
DAX1 inh-2: DAX1 (NR0B1) inhibitors, primary screen, cell-based, HEK293, Gal4-DAX1, luciferase luminescence; Nuclear receptor subfamily 0 group B member 1 (Homo sapiens), P51843; HEK293 Gal4-DAX1 luciferase reporter; inhibition, % at 6.75 µM; actives 0.99% (n = 340,000); AID 504766, 2011;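 active means inhibition above the mean over all tested compounds plus 3 SD, cut at about 4.2% in these data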;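 further: 0% = DAX1-transfected cells with DMSO and 100% = empty-vector control cells with DMSO; inhibition shows as a rise in luminescence from relieved DAX1 repression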
GC-A act: GC-A stimulated cGMP production enhancers – HEK293 GC-A cells, cGMP TR-FRET, EC30 ANP, primary screen. Atrial natriuretic peptide receptor 1 (Homo sapiens), P16066. 0% at EC30 ANP, 100% saturating ANP. activation, % at 10 µM. actives 0.14% (n = 370,000). AID 1671463, 2021; in the data active means activation above about 40%
GC-B act: human GC-B receptor activators, primary screen, HEK293 GC-B cells, cGMP TR-FRET, EC30 CNP; Atrial natriuretic peptide receptor 2 (Homo sapiens), P20594; 0% at EC30 CNP, 100% saturating CNP; activation, % at 10 µM; actives 0.11% (n = 370,000); AID 1920062, 2024;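 active means activation at 10 µM reaching about 35% in either raw or pattern-adjusted values, limit read from the data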
Target sequence (P20594 whole entry, looked up): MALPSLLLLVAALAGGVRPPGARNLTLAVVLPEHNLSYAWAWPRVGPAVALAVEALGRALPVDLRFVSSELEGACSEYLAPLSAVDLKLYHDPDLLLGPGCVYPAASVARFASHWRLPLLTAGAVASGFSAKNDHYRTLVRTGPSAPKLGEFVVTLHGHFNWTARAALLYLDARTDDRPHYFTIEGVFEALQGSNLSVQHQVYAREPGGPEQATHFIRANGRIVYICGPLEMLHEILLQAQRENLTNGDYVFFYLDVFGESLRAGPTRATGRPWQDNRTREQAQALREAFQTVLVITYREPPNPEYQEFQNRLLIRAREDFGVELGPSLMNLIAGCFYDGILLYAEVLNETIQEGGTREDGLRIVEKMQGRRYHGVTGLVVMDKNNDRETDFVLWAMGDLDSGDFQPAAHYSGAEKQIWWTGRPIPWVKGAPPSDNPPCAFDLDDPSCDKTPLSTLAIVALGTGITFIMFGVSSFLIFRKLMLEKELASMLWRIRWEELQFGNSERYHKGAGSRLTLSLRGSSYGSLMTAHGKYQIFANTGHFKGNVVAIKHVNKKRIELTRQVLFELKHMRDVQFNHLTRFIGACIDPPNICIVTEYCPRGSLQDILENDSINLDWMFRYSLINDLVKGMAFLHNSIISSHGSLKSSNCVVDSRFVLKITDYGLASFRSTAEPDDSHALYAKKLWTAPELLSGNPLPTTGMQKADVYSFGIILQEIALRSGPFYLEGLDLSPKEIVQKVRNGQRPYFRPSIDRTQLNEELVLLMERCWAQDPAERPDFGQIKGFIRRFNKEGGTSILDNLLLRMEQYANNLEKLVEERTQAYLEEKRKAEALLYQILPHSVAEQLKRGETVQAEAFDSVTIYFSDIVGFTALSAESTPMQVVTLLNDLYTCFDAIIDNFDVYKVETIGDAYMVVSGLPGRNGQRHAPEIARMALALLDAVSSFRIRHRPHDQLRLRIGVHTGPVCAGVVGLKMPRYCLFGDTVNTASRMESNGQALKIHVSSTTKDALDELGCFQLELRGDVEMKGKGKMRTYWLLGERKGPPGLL
sPLA2-III inh: human group III sPLA2 inhibitors, primary screen, biochemical, QFRET, BODIPY PC-A2 liposome substrate | Group 3 secretory phospholipase A2 (Homo sapiens), Q9NZ20 | QFRET BODIPY PC-A2 liposome hydrolysis, fluorescence | inhibition, % at 12.2 µM | actives 0.56% (n = 370,000);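 active means inhibition above mean plus 3 SD of compounds lying within the high and low control bounds, cut at about 19% in these data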;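 further: 0% = median of test compound wells and 100% = no enzyme DMSO wells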
ssDAF12 agonist: S. stercoralis DAF-12 nuclear receptor activators, primary screen, cell-based, luminescence, HEK293, GRIP1 co-expression, lit1-tk-luc; Nuclear hormone receptor DAF-12 (Strongyloides stercoralis); HEK293 ssDAF-12/GRIP1 lit1-tk-luc reporter; % of 3 µM dafachronic acid response; activation, % at 6.8 µM; actives 1% (n = 370,000);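 active means activation above the mean over all tested compounds plus 3 SD, cut at about 0.9% in these data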;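 further: 0% = DMSO-only wells and 100% = 3 µM delta7-dafachronic acid wells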
KLK7 zymogen act: proKLK7 zymogen activators, primary screen, biochemical, fluorescence intensity. purified proKLK7, EDANS-DABCYL substrate fluorescence; 100% is mature enzyme control, 0% vehicle. actives 0.9% (n = 370,000). activation, % at 7 µM. AID 652039, 2013;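 active means activation above the mean of all tested compounds plus 3 SD, computed per campaign excluding outliers beyond control limits, cut at about 13% in these data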
Numbers without * were called inactive.

SMILES	hcDAF12 agonist	SMARCA2 activ	FXN GAA850 act	DAX1 inh-1	hgDAF-12 ag	DAX1 inh-2	GC-A act	GC-B act	sPLA2-III inh	ssDAF12 agonist	KLK7 zymogen act
O=C(COc1ccc([N+](=O)[O-])cc1)Nc1cccc(C(=O)Nc2ccccc2C(=O)O)c1	1.1	-3	-0.2	0.6	-0.2	0.9	-4	-2	-44	-1.3	0.0
CCNC(=O)CC1C(=O)N(c2ccc(C)cc2)C(=O)N1CCC(C)C (stereo not given)	-3.5	3	0.5	-0.4	1.2	0.4	-2	4	2	-1.1	-0.3
O=C(Nc1ccc2c(c1)OCCO2)C1CCN(S(=O)(=O)c2ccccc2)CC1	1.4	-3	-2.2	-0.1	-3.7	0.2	-4	-1	-4	-2.1	0.4
COc1cc(/C=N/NC(=O)c2cccc(S(=O)(=O)N3CCCC3)c2)ccc1O	-0.6	0	-1.4	-0.3	0.1	-0.1	-2	0	0	-1.1	0.0
CC(C)n1nc(C(=O)Nc2cccc(S(=O)(=O)N3CCCCC3)c2)c2ccccc2c1=O	-0.3	0	0.6	-1.4	0.8	0.7	2	1	-4	-0.8	-0.2
Cc1ccc(/C=N/NC(=O)CNC(=O)c2cccs2)cc1	-0.2	-1	1.9	0.8	4.1	0.0	1	5	4	-0.4	0.1
COc1ccc(NC(=O)CCCCCN2C(=O)c3cccc([N+](=O)[O-])c3C2=O)c(OC)c1	-0.5	-1	2.4	-0.1	0.5	-1.0	-2	-5	-3	-1.2	-0.4
O=C(O)C1CC=CCC1C(=O)N1CC=C(c2ccccc2)CC1 (stereo not given)	-4.0	-6	-9.2	-2.4	-11	-0.6	-2	-2	-2	-2.3	-0.3
N#Cc1ccccc1Cn1cc(/C=C/[N+](=O)[O-])c2ccccc21	-0.9	-3	-2.7	-0.9	-0.6	-2.0	-24	-6	-1	-0.8	-2.1
COc1ccc(S(=O)(=O)N2CCOCC2)cc1C(=O)NCc1ccccc1CN1CCCC1	2.4	-2	2.3	2.2	1.0	1.3	-1	-2	2	-1.8	0.1
COCCn1c(Sc2ccc(C)cc2)nc2c1c(=O)[nH]c(=O)n2C	-0.6	0	0.6	0.2	1.4	0.1	0	-3	-1	-0.8	0.6
COc1cc(C(=O)OCC(=O)N(C)Cc2ccccc2)cc(OC)c1OC	-1.7	-1	-1.0	0.3	1.7	-0.5	1	-7	5	-1.7	-0.6
O=C(NCCCn1ccnc1)c1noc2c1CCc1ccccc1-2	-1.2	1	-1.9	-0.5	-2.3	-0.9	2	0	-11	-1.1	-0.3
Cc1ccccc1NC(=S)NC(C)C(c1cccs1)N1CCOCC1 (stereo not given)	-1.6	0	0.3	0.8	-0.6	0.3	1	1	10	-1.4	0.0
O=C(NCCc1ccccc1)c1cnc(Cl)c(Cl)c1	0.1	1	5.9	0.7	3.5	1.6	0	-2	7	0.0	-0.3
CCOC1=NN(c2ncc(C(F)(F)F)cc2Cl)C(=O)C1	-0.2	-1	0.1	-0.3	-0.3	-0.5	9	11	-26	-1.3	0.1
Cc1cc(C)nc(SCC(=O)OCN2C(=O)c3ccccc3C2=O)n1	0.8	1	-0.5	1.5	0.5	0.3	2	-4	8	-0.4	0.1
OCC1(Cc2ccccc2)CCN(Cc2ccc(C(F)(F)F)cc2)CC1	-1.5	-5	-1.5	-0.6	-3.5	-2.0	3	-4	-6	-1.6	-0.5
Cc1ccc(-c2nc(NCCCN(C)C)c3ccccc3n2)cc1	8.3*	8	5.4	2.7	11*	4.0	-1	-7	-19	-0.1	-0.1
O=C(Cc1cc(=O)[nH]c(=O)[nH]1)NCC1CCCO1 (stereo not given)	-1.3	1	-1.3	0.4	1.5	1.3	0	4	-1	-0.8	0.4
COCCN(C(=O)COC(=O)c1cc2c(s1)CCC2)c1c(N)n(Cc2ccccc2)c(=O)[nH]c1=O	1.8	-3	1.5	1.1	-0.5	0.4	0	3	-3	-1.1	-0.1
CC(C)n1c(O)c(N=Nc2ccc(Cl)c(C(=O)O)c2)c2ccccc21	1.4	0	1.3	-0.2	4.0	2.6	-4	-5	-22	-1.2	0.3
CSc1ncc(S(=O)(=O)c2ccccc2)c(=O)[nH]1	-0.9	-2	3.3	-0.5	-1.0	-0.1	3	4	0	-1.0	-0.3
CSc1nc2c(c(-c3ccc(O)cc3)c1C#N)CCC2	-0.5	3	4.3	0.0	-1.9	-0.5	-1	-4	-38	-1.5	-0.5
Cc1oc(-c2ccc3ccccc3c2)nc1CN(C)C(C)c1ccncn1 (stereo not given)	1.9	0	7.3	0.5	8.1	0.3	0	1	3	-0.8	0.5
CC(C)c1nnc(SCC(=O)N2CCOCC2)n1C	-0.5	-2	2.7	-1.0	0.1	0.9	-3	4	2	-1.1	-0.7
COc1cccc(CNS(=O)(=O)c2ccc3c(c2)N(C)CCO3)c1	0.0	-1	0.5	-0.5	0.8	0.2	3	-5	0	-1.4	0.0
CCN(CC)CCn1c(NC(=O)c2ccccc2O)nc2ccccc21	5.0	0	1.5	-0.8	4.8	-0.1	-17	-2	3	0.3	-4.6
COc1ccc(N2CCN(C(=O)c3cccc(S(=O)(=O)N4CCOCC4)c3)CC2)cc1	-0.2	0	0.2	-0.3	4.5	-0.6	-2	-1	7	-1.1	-0.1
COc1ccccc1NC(=O)CCN1CCCCCC1	0.3	-2	-0.6	1.4	4.2	-0.2	2	1	3	-1.8	0.1

Random excerpt: 3 records from the list.
SMILES	hcDAF12 agonist	SMARCA2 activ	FXN GAA850 act	DAX1 inh-1	hgDAF-12 ag	DAX1 inh-2	GC-A act	GC-B act	sPLA2-III inh	ssDAF12 agonist	KLK7 zymogen act
COCCn1c(Sc2ccc(C)cc2)nc2c1c(=O)[nH]c(=O)n2C	-0.6	0	0.6	0.2	1.4	0.1	0	-3	-1	-0.8	0.6
COCCN(C(=O)COC(=O)c1cc2c(s1)CCC2)c1c(N)n(Cc2ccccc2)c(=O)[nH]c1=O	1.8	-3	1.5	1.1	-0.5	0.4	0	3	-3	-1.1	-0.1
COc1cc(C(=O)OCC(=O)N(C)Cc2ccccc2)cc(OC)c1OC	-1.7	-1	-1.0	0.3	1.7	-0.5	1	-7	5	-1.7	-0.6

The results go on:
SMILES	hcDAF12 agonist	SMARCA2 activ	FXN GAA850 act	DAX1 inh-1	hgDAF-12 ag	DAX1 inh-2	GC-A act	GC-B act	sPLA2-III inh	ssDAF12 agonist	KLK7 zymogen act
Cc1csc(NC(=O)CSc2nnc(-c3ccccc3)o2)n1	5.7*	6	0.8	4.3*	6.0	0.5	-3	-7	-2	0.8	0.2
O=[N+]([O-])c1ccccc1OCCCN1CCOCC1	1.4	0	-0.5	0.0	-0.2	0.2	6	1	2	-0.7	0.4
CCN(CC)CCNC(=O)C(=O)NCC1OCCN1S(=O)(=O)c1ccc2c(c1)OCCO2 (stereo not given)	-1.9	-2	-1.2	-0.1	0.0	-0.3	0	2	-3	-1.1	0.2
CCOc1cc(/C=N/Nc2nncc(-c3ccccc3)n2)ccc1O	-2.2	-1	0.2	-1.7	0.3	-1.7	-7	-4	-12	-1.9	-0.1
C/C(=N\NC(=O)C(C)Oc1ccc([N+](=O)[O-])cc1)c1ccccn1 (stereo not given)	-0.5	-2	-1.1	0.6	1.3	-1.1	8	9	-2	-1.5	0.4
Cc1nc2ncnn2c(C)c1CCC(=O)N1CCN(Cc2ccccc2)CC1	-1.8	-1	2.7	0.4	-0.4	-0.1	-1	1	-5	-0.5	0.0
Cc1ccc(CS(=O)Cc2ccc(C(=O)NCc3ccccc3Cl)o2)cc1 (stereo not given)	-0.7	0	-1.6	-3.7	-2.9	0.2	1	2	-7	-0.6	0.0
Cc1ccc(S(=O)(=O)N2CCCC2C(=O)OCC(=O)Nc2ccc3c(c2)OCO3)cc1 (stereo not given)	-2.2	-2	-0.7	-0.3	1.5	1.6	4	4	-8	-1.0	-0.1
Cc1ccc(NC(=O)C(C)N2CCCc3ccccc32)cc1S(=O)(=O)N1CCOCC1 (stereo not given)	2.7	3	-3.8	0.0	2.1	2.3	-3	3	1	-0.8	0.8
O=C1CCCC2=C1C(c1ccc3c(c1)OCO3)c1c([nH]n(-c3ccccc3)c1=O)N2 (stereo not given)	0.2	-2	-1.7	-0.6	0.4	0.2	-2	-1	5	-1.4	0.2
COc1ccc(C(=O)Cc2cnn(-c3ccccc3)c2)c(O)c1	2.6	4	2.9	1.5	8.5	1.2	9	13	-27	0.6	-0.5
COc1cc(/C=N/NC(=O)c2ccc(COc3cc(C)ccc3C(C)C)cc2)cc(OC)c1O	-5.4	-4	-4.3	-1.2	-5.0	-1.9	-10	-4	-4	-2.4	0.0
O=C(NCCc1ccccc1)c1ccc(=O)oc1	-2.2	-1	2.4	-0.6	-0.5	0.6	5	2	2	-1.2	0.1
CCCCN(C(=O)CC1CCCC1)c1c(N)n(Cc2ccccc2)c(=O)[nH]c1=O	-1.1	-2	0.2	0.3	-3.3	1.7	-1	1	4	-1.7	-0.2
Cc1ccc(OCc2nnc(SCC(=O)O)n2-c2ccccc2)cc1	2.6	-4	1.1	0.2	-1.3	2.1	-1	0	-3	0.7	-0.2
O=C(NC1CCCCC1)c1ccc(Cn2cc(Cl)cn2)cc1	1.0	0	-0.5	-0.8	-0.4	0.3	2	-1	-1	-1.1	0.4
Cc1nc(-c2cccc(Br)c2)ccc1C(=O)O	-0.3	-3	0.7	0.9	-0.2	1.1	2	0	3	-1.3	-0.1
Cc1ccc(NC(=O)CN2CCN(Cc3ccccc3)CC2)cc1F	0.9	0	1.2	-0.2	-0.3	-0.4	5	-3	1	-0.4	-0.3
Cc1cc(C)c(C)c(OCCCCN2CCCCC2)c1	-1.2	7.9*	1.8	0.5	0.5	2.0	-5	-1	-2	-1.1	-0.9
CCCNC(=O)C1CC(=O)N(c2ccc(OCc3ccccc3)cc2)C1 (stereo not given)	4.8	2	3.1	5.3*	11*	2.8	7	-3	-1	0.8	0.4
CCCN1CN(Cc2ccco2)c2nc3ccccc3n2C1	0.1	-2	1.4	-0.2	0.1	2.3	-8	-6	7	-1.2	0.2
CCOC(=O)c1ccccc1N1C(=O)CSC1=S	1.4	-2	-1.3	0.3	0.8	-0.2	2	3	-21	-0.8	-1.2
Cc1cc(NC(=O)CSCC(=O)N(c2ccc(F)cc2)C(C(=O)NC2CCCCC2)c2ccc(O)c(O)c2)no1 (stereo not given)	-0.2	-3	4.8	0.3	-2.4	-1.0	5	-2	-30	-1.5	-0.3

Bioassay records deposited in PubChem BioAssay by several laboratories.
